DUSP3 inh: blocks human VHR1 dual specificity phosphatase; P51452; recombinant VHR phosphatase, pNPP absorbance; inhibition, % at 13.3 µM; 0.52% of 290,000 active; AID 1654; in the data active means inhibition above about 50%; further: some compounds called inactive have numbers as strong as hits
Target sequence (P51452 whole entry, looked up): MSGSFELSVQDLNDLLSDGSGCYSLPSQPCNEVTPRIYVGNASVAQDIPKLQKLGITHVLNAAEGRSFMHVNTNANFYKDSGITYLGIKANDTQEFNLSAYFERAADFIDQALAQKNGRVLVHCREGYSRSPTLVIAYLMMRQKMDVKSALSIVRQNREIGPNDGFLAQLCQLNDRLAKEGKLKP
MazEF act: activators of E. coli MazEF toxin-antitoxin RNase; FAM/BHQ RNA-DNA oligo cleavage fluorescence, 5 h; activation, % at 20 µM; 0.32% of 350,000 active; in the data active means activation above about 50%
Target sequence (P0AE70 whole entry, looked up): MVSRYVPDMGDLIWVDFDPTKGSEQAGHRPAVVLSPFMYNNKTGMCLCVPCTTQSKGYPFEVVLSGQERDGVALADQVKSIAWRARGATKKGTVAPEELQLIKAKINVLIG
SSB-PriA inh: inhibitors of Klebsiella pneumoniae PriA binding to SSB C-terminal tail; AlphaScreen SSBct-PriA binding, biotinylated peptide; inhibition, % at 33 µM; 0.6% of 430,000 active; in the data active means inhibition mostly above about 37%, no sharp cut-off; inactive means mostly below about 20%;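 further: plate controls were negative control peptide for no effect and reference peptide for full effect; strong numbers were not always called active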
PrPC TRFRET: reduces human prion protein on the cell surface. P04156. cell surface PrPC, TR-FRET read-out. inhibition, % at 13.8 µM. 0.43% of 370,000 active. AID 720596; in the data active means inhibition above about 24%; further: 0% = median of the test wells and 100% = reference compound wells
Yp Topo-I inh: inhibitors of Yersinia pestis topoisomerase I; Y. pestis Topo-I cleavage product accumulation, plate reader; activity, % at 10 µM; 0.064% of 360,000 active; AID 504884; in the data active means activity above about 50%, passing the limit was not always enough; further: inactives centre near 2
Vc quorum ag: inducers of Vibrio cholerae quorum light production without autoinducers; 0.16% of 350,000 active; activation, % at 18.7 µM; V. cholerae BH1578 lux reporter, luminescence, 6 h; in the data active means activation mostly above about 9.7%, no sharp cut-off; further: not every result past the cut was called active; inactives centre near 0; reference of the scale not given here
SARS 3CLpro inh: SARS-CoV 3CLpro protease inhibition; AID 1706; inhibition, % at 6 µM; 0.14% of 290,000 active; P0C6X7; recombinant SARS-CoV 3CLpro, quenched FRET peptide cleavage; in the data active means inhibition above about 12%
Rv3671c inh: inhibits the M. tuberculosis serine protease Rv3671c; P9WHR9; inhibition, % at 5.96 µM; 0.048% of 320,000 active; AID 2606; in the data active means inhibition above about 38%;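 further: extracellular domain of Rv3671c used as enzyme; 0% = enzyme with DMSO and 100% = no enzyme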
Target sequence (P9WHR9 whole entry, looked up, the tested form may be a part): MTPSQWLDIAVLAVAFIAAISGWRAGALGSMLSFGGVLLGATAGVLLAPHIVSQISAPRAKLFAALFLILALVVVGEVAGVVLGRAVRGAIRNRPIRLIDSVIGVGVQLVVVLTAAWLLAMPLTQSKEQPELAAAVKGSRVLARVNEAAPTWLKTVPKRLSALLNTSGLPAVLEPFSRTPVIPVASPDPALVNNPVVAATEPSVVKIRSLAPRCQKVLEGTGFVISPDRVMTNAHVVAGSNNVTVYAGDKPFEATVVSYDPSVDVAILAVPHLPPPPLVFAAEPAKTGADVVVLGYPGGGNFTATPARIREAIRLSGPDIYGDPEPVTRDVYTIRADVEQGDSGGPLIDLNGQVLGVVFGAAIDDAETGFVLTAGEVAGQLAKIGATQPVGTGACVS
CCHF vOTU inh: blocks the CCHF virus ovarian tumor domain protease | CCHFV vOTU protease, Pep-AMC fluorescence | inhibition, % at 11.5 µM | 0.55% of 370,000 active; in the data active means inhibition above about 30%; further: 0% = vehicle wells with enzyme and 100% = no enzyme wells
TcdB inh: inhibitors of Clostridioides difficile toxin B glycohydrolase | TcdB glycohydrolase enzymatic assay, plate reader | 0.24% of 350,000 active | P18177 | inhibition, % at 9.99 µM | AID 652162; in the data active means inhibition above about 10%
* = called active by the depositor; i = inactive; nt = no result given; & = joins results of further samples.

Compound,DUSP3 inh,MazEF act,SSB-PriA inh,PrPC TRFRET,Yp Topo-I inh,Vc quorum ag,SARS 3CLpro inh,Rv3671c inh,CCHF vOTU inh,TcdB inh
CC(SC(C)C(=O)NN=Cc1ccc(F)cc1)C(=O)NN=Cc1ccc(F)cc1 (stereo not given),nt,3,-4,9,3,3.4,nt,nt,-2,1.5
Nc1cc(C(=O)O)ccc1N1CCCCC1,22,-1,0,1,6,i,-1,-2,-12,nt
CCOCCCNC(=S)NC1CC2CCC(C1)N2Cc1ccccc1 (stereo not given),39,5,-23,-16,6,-0.3,-2,1,7,2.4
Cc1ccc2[nH]cc(CCNC(=O)c3ccc4c(c3)OCO4)c2c1,9,6,27,9,7,i,1,4,7,-5.9
CCN(CC)C(=O)C(C)OC(=O)c1ccc(O)cc1 (stereo not given),-10,0,-13,4,0,i,-1,1,-9,nt
C[C@H]1CN([C@@H](C)CO)C(=O)c2cc(-c3cccc(C(=O)N(C)C)c3)cnc2O[C@H]1CN(C)C(=O)Cc1ccccn1,nt,7,nt,-4,-2,-0.4,nt,nt,-13,-0.2&-0.3
Cc1cc(C)nc(NS(=O)(=O)c2ccc(Br)cc2)n1,10,2,-5,1,3,-3.2,2,2,-13,nt
CCN(CC)CCOc1nnc(-c2ccc(C)cc2)c2ccccc12,29,0,-8,-3,5,-5.6,-2,-2,4,nt
CN1C(=O)C(=Cc2coc3ccccc3c2=O)C(=O)N(C)C1=O,20,-57,1,5,6,-0.2,1,-12,-9,0.5
Cn1c(SCc2c(F)cccc2Cl)nnc1-c1cccs1,-2,-8,-6,-5,6,-0.2,-3,13,-9,nt
CCCNC(=O)Cn1c2ccccc2c2nc(=O)cc(C)n21,12,4,-3,7,3,0.0,2,-3,4,-8.9
O=C(Cc1cn2ccsc2n1)Nc1ccccn1,19,34,3,7,1,nt,4,6,-2,-0.2
COc1ccc(-c2[nH]ncc2CN2CCCN(c3ccccc3)CC2)c(F)c1,8,2,23,-2,-9,i,-3,-2,1,0.1
CCOC(=O)COc1ccccc1/C=C\[N+](=O)[O-],-15,6,-4,nt,9,-0.2,-1,3,nt,nt
Cc1cc(NC(=O)C2CCCN(S(=O)(=O)c3cnc[nH]3)C2)ccc1Br (stereo not given),25,5,5,-3,-5,-0.5,-3,6,-1,2.3
COc1ccc(/C=N/Nc2nnc(C)n2N)cc1OC,3,4,nt,-10,-1,-1.1,-3,-21,91*,-1.9
NC(=O)CSc1nc2cc(Cl)ccc2c(=O)n1C1CCCCC1,26,10,-9,-5,5,i,1,12,18,0.6
CCOC(=O)C1CCN(c2c(C(=O)c3ccccc3)cnc3ccc(Cl)cc23)CC1,9,1,4,6,34,-0.2,2,4,9,-3.3
Cc1ccc(CN2CCCN(Cc3cc(C)ccc3C)S2(=O)=O)cc1,18,-4,4,3,27,-0.6,-3,-15,11,0.1
O=Cc1cn(-c2ccccc2)nc1-c1ccc(F)cc1,-6,-23,-6,3,-2,0.4,-2,0,1,2.8
O=C(O)c1cccc(NC2=C(N3CCOCC3)C(=O)c3ccccc3C2=O)c1,22,4,-5,-5,2,4.2,0,-113,79*,0.3
COc1ccc(C2Nc3cccc4cccc(c34)N2)cc1Br,-1,-2,-5,-10,-31,-1.9,2,12,-18,0.1
O=C(NCc1ccccc1F)C1CCCN1C(=O)Nc1ccc(Cl)cc1 (stereo not given),10,-2,0,1,4,i,3,-1,-11,0.6
O=C(O)c1cc(O)ccc1N=Nc1ccccc1,30,3,2,-3,1,i,-1,-3,16,1.3
CC(C)(C)OC(=O)NCC1CCN(S(=O)(=O)Cc2ccccc2)CC1,74,0,-18,-3,-1,i,-4,-11,4,0.7
Cc1ccc(OCc2n[nH]c(=S)n2-c2ccccc2)cc1,26,5,5,2,3,-0.3,6,3,1,1.1
CC(C)C[C@H](NC(=O)C1CC(=O)N(c2ccc3c(c2)OCO3)C1)C(=O)NCc1ccco1 (stereo not given in full),12,12,-4,4,4,-0.3,-5,-8,-17,-3.8
COc1ccc(CCN2C(=O)CC(NCCc3ccc(S(N)(=O)=O)cc3)C2=O)cc1OC (stereo not given),15,2,-13,-1,-5,3.8,3,11,-6,nt
COc1ccc(-c2c(-c3cc(OC)cc(OC)c3)n(C)c3ccc(-c4ccc(OC)nc4)cc23)cc1,nt,-6,-38,6,5,1.1,nt,5,-78,1.3
O=C(N/N=C/c1cccnc1)c1ccc(CN2c3cccc4cccc(c34)S2(=O)=O)cc1,28,-21,nt,-6,-9,-0.2,7,-68,-11,0.8
O=C1CN(C(=O)c2cccc(S(=O)(=O)N3CCCC3)c2)c2ccccc2N1,-3,-2,-1,5,8,i,1,3,-7,1.1
Cc1ccc(Cc2c(-c3ccc(Cl)cc3)nc3cc(C)ccn23)cc1,nt,-8,nt,-8,-6,-0.4,nt,nt,-5,0.2
COC(=O)C1=C(C(=O)OC)C2(OC1c1cccc(F)c1)C(=O)c1ccccc1C2=O (stereo not given),20,-1,-13,1,7,0.1,3,-7,-13,nt
N#CCC(=O)N/N=C/c1ccc(OCc2ccccc2)cc1,18,1,nt,9,0,i,6,-36,-10,2.1
COC(=O)c1c(O)c2ccccc2[nH]c1=O,6,-3,5,0,9,-5.3,3,-12,-6,nt
CC(C)Sc1nnc(-c2c[nH]c3ccccc23)n1C,29,2,-5,-3,5,-0.2,-1,5,2,1.9
COn1c(-n2nc(C)cc2C)nc2ccccc2c1=O,8,4,-8,1,4,i,-5,6,9,nt
O=C(Cn1c(=O)n(-c2ccccc2)c(=O)c2sccc21)NCc1ccccc1,46,1,-5,-1,3,i,2,3,-6,0.3
CC12CCC(=O)N1C(C(=O)Nc1cccc(S(=O)(=O)N3CCCCC3)c1)CS2 (stereo not given),nt,5,-1,-4,0,i,nt,15,1,0.6
COc1ccc(C(=O)NNC(=O)CCCCC(=O)NNC(=O)c2ccc(OC)cc2)cc1,7,3,-6,0,7,-0.2,2,-7,2,0.1
CCOC(=O)C1CCCN(C(=O)c2ccc(N(C)C)cc2)CC1 (stereo not given),nt,nt,nt,-4,1,-1.2,nt,nt,1,-1.1
COc1ccc(CCNCc2ccccc2F)cc1OC,38,4,3,-2,6,nt,4,10,-1,nt
C=CCN1CC(c2nc3ccccc3n2CCOc2ccccc2)CC1=O (stereo not given),6,-5,-19,0,20,-0.2,-2,-9,7,nt
Cc1cc(C)cc(NC(=O)CSc2nc3nc(C)cc(C)n3n2)c1,nt,8,-12,8,8,-0.2,nt,-13,-5,0.7
CCOC(=O)c1cc(C)n(-n2cnnc2)c1C,7,5,-7,6,0,-0.3,-2,-2,2,nt
O=C(Nc1ccc(Oc2ccccc2)cc1)c1csc([C@@H]2O[C@H](CO)[C@@H](O)[C@H]2O)n1,nt,nt,nt,3,4,-0.3,nt,nt,4,2.3
CCOP(=O)(OCC)c1ccc2c(c1)C(=O)c1ccccc1CC2,nt,2,-4,1,27,-0.6,nt,-4,0,1.4
O=c1c2ccccc2c(=O)n(Cc2ccccc2)n1Cc1ccccc1,8,-12,6,-4,33,-2.2,-2,0,0,0.3
CC(C)[C@H]1C(=O)Nc2ccccc2N1C(=O)N[C@@H](Cc1ccccc1)C(=O)N[C@H](Cc1ccccc1)C(=O)O,0,4,3,-3,5,-0.4,-5,-4,-2,0.2
O=C(Oc1ccccc1C(=O)N1CCOCC1)c1ccc(F)cc1,9,7,1,8,7,-0.2,1,6,8,0.2
COCCNC(=O)CSc1nc2nc(C)cc(C)n2n1,22,12,-8,-9,-8,i,1,2,-11,nt
C=CCN1C(=O)c2ccc(C(=O)N(CC)CC(=O)Nc3c(F)cccc3F)cc2C1=O,nt,9,-5,6,4,i,nt,6,-7,2.7
Clc1ccccc1C=NNc1ccccn1,nt,9,2,7,-6,-0.9,nt,nt,-8,5.5
COc1ccc(C(=O)Nc2cc(C)ccc2NC(=O)COc2ccccc2)cc1,-2,7,-44,0,-5,0.2,3,13,-7,nt
COc1ccc(/C=C/C(=O)C2(O)CCCCC2)cc1,-6,7,-3,-7,11,-0.6,4,1,6,1.2
CC(C)NC(=O)N(C)C[C@H]1Oc2ccc(NS(=O)(=O)c3ccccc3)cc2C(=O)N([C@H](C)CO)C[C@H]1C,nt,7,9,6,3,i,nt,-3,-11,-0.7&-0.2
Cc1ccn2c(=O)nc(SCC(=O)N3CCC(C)CC3)nc2c1,nt,-8,-12,-3,0,-0.7,nt,3,0,2.0
COCCCNC(=O)CCc1nc2cccnc2n1Cc1ccccc1,15,0,-11,-4,-8,-0.4,3,-1,-9,nt
O=C(Nc1ccc(C(=O)N2CCCCC2)cc1)C1CCC1,nt,2,-5,-2,3,-0.6,nt,nt,1,0.5
Nc1cccc(-c2cncc(N3CCN(Cc4ccccn4)CC3)n2)c1,nt,nt,nt,-3,12,-0.6,nt,nt,-7,-0.4

(continued)
Compound,DUSP3 inh,MazEF act,SSB-PriA inh,PrPC TRFRET,Yp Topo-I inh,Vc quorum ag,SARS 3CLpro inh,Rv3671c inh,CCHF vOTU inh,TcdB inh
Cc1nc2nc(C)n(CCN3CCOCC3)c(=O)c2c(-c2cccc([N+](=O)[O-])c2)c1C(=O)CCCCCCCCCCN1CCC(c2ccccc2)(c2ccccc2)CC1,nt,26,11,-15,15,i,nt,nt,-3,0.3
COc1ccccc1/C=N/NC(=O)c1ccc2c(c1)OCO2,30,4,nt,8,2,0.3,2,7,-4,0.9
COc1ccccc1N(C)S(=O)(=O)c1ccc(Cl)c(C(=O)Nc2cccc(C)n2)c1,nt,4,-3,-2,30,-0.7,nt,-6,11,0.7
O=C(Nc1ccc(Br)cc1)c1cccnc1N1CCCCC1,19,-14,-23,-3,34,-0.2,-1,-24,10,4.7
CCCn1c2ccccc2c2cn[nH]c(=O)c21,59*,8,-6,15,5,-0.3,5,5,5,1.1
N=Cc1c(O)n(-c2ccc(C34CC5CC(CC(C5)C3)C4)cc2)c(=O)[nH]c1=O,-14,-27,-4,5,16,-0.2,1,-15,5,nt
Cc1ccc(Nc2nnc(SCC(=O)c3c(N)n(C4CC4)c(=O)[nH]c3=O)s2)cc1C,nt,-7,-6,-4,24,-5.9,nt,-22,6,-1.2
O=c1[nH]ccc2c([N+](=O)[O-])cccc12,6,1,-10,-18,-5,i,-1,0,-9,2.4
COc1cc(S(=O)(=O)NC2CCCCC2C)ccc1-n1cnnn1 (stereo not given),18,-1,13,-1,17,-0.8,1,4,2,1.3
Cc1cc(C(=O)N/N=C2\CC(=O)CC(C)(C)C2)c(C)n1-c1ccc(F)cc1,-5,0,nt,-1,5,0.0,2,14,10,nt
Cc1cc(OCC(=O)N(Cc2cccs2)C2CCS(=O)(=O)C2)ccc1Cl (stereo not given),21,-47,-14,-1,23,-0.1,-4,7,0,0.9
COc1cc(N2CCCC2)c(OC)cc1/C=C(/C#N)c1cccc(Br)c1,-23,-128,4,nt,3,i,3,-10,nt,nt
CCN1CC(CNC(=O)c2ccc3nc(Cc4cccc(Cl)c4)oc3c2)CC1=O (stereo not given),-9,6,-5,5,16,-2.0,-3,-7,13,0.1

An excerpt from above in order of formula weight, rising:
Compound,DUSP3 inh,MazEF act,SSB-PriA inh,PrPC TRFRET,Yp Topo-I inh,Vc quorum ag,SARS 3CLpro inh,Rv3671c inh,CCHF vOTU inh,TcdB inh
CCCn1c2ccccc2c2cn[nH]c(=O)c21,59*,8,-6,15,5,-0.3,5,5,5,1.1
COc1cc(N2CCCC2)c(OC)cc1/C=C(/C#N)c1cccc(Br)c1,-23,-128,4,nt,3,i,3,-10,nt,nt
Cc1ccc(Nc2nnc(SCC(=O)c3c(N)n(C4CC4)c(=O)[nH]c3=O)s2)cc1C,nt,-7,-6,-4,24,-5.9,nt,-22,6,-1.2
COc1ccccc1N(C)S(=O)(=O)c1ccc(Cl)c(C(=O)Nc2cccc(C)n2)c1,nt,4,-3,-2,30,-0.7,nt,-6,11,0.7

This is a subset; rates above refer to the full screens.
